Screens deposited in PubChem by several laboratories.
OPRM1-OPRD1 ag = agonists of human mu-delta opioid receptor heterodimerization. P35372+P41143. cells, OPRM1-OPRD1 heterodimerization, luminescence. activation, % at 9.3 µM. hit rate 0.3% among 340,000; in the data active = activation above about 18%;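 also: 0% = vehicle-treated cells and 100% = reference agonist; values of inactives mirror those of a sister screen read the other way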
Target sequence (P35372 whole entry, looked up): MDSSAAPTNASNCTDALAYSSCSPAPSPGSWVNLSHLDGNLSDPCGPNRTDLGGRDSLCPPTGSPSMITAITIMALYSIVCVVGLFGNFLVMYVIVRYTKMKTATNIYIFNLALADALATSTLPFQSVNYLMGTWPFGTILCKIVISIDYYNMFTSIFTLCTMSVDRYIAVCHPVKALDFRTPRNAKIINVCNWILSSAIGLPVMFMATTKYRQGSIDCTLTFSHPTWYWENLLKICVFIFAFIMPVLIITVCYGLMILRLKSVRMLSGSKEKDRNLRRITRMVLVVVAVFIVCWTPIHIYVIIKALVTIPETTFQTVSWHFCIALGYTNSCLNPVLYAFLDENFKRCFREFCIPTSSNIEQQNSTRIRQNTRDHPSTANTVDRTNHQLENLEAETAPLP
Target sequence (P41143 whole entry, looked up): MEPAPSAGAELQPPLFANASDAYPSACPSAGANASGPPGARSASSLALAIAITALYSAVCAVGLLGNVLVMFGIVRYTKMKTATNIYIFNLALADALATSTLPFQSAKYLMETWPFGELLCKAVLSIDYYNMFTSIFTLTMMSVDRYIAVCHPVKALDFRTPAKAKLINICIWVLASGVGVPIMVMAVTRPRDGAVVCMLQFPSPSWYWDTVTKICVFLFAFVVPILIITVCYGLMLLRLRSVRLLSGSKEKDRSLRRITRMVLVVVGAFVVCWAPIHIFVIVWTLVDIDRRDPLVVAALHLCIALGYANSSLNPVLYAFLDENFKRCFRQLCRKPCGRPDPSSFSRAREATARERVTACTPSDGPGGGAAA
phage Ecoli inh = E. coli growth loss with phage present | growth absorbance | hit rate 0.26% among 360,000 | AID 651602 | inhibition, % at 11.9 µM; in the data active = inhibition above about 11%
PfHsp90 set2 = inhibits growth of yeast expressing Plasmodium falciparum Hsp90 | S. cerevisiae expressing PfHsp90, BacTiter-Glo ATP, 48 h; yeast lacking PDR1 and PDR3 efflux regulators | inhibition, % at 9.4 µM | hit rate 0.32% among 310,000;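 active = every replicate shows inhibition above about 80%, whatever the replicate mean, limit read from the data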;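 also: 0% = DMSO neutral controls and 100% = 20 µM radicicol positive controls; yeast relying on Plasmodium falciparum Hsp90 in place of its own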
MOR-DOR inv ag = mu-delta opioid heterodimer inverse agonism | P35372+P41143 | cell-based MOR-DOR heterodimer luminescence | inhibition, % at 9.3 µM | hit rate 0.21% among 340,000 | AID 504357; in the data active = inhibition above about 22%, passing the limit was not always enough;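 also: 0% = cells with DMSO and 100% = wells without cells with DMSO; values of inactives mirror those of a sister screen read the other way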
Ecoli viability = reduces bacterial viability in AddAB counter-screen | E. coli V3065 growth, OD600 absorbance, 18 h | inhibition, % at 11.9 µM | hit rate 0.27% among 330,000 | AID 449728;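 active = inhibition above the campaign's mean inhibition across all tested compounds plus 3 SD, cut at about 9.9% in these data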;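 also: uninfected addAB+ strain grown without phage in ampicillin broth; 0% = DMSO wells and 100% = ciprofloxacin 0.95 µg/ml wells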
PKA-R2B act = activates the human PKA-R2B holoenzyme complex. P22694+P31323. PKA-R2B holoenzyme dissociation, Cy5-IP20 fluorescence polarization; R2B truncated from residue 108, S112A mutant; 0% DMSO only, 100% 113 µM cGMP. activation, % at 11.4 µM. hit rate 0.079% among 340,000. AID 504700;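 active = activation above a cutoff set at the mean over all compounds plus 3 SD, cut at about 18% in these data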;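 also: higher means more holoenzyme dissociation and a rise in polarization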
Mot1-301 SUMO = blocks SUMOylation pathway, rescuing yeast Mot1-301 growth; S. cerevisiae Mot1-301 growth rescue, ATP luminescence, 38.5C; percent above DMSO median, 100 means doubled; growth rescue, % at 18.8 µM; hit rate 1% among 320,000;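 active = every valid replicate shows activation above 250% relative to neutral control wells; inactive = the rest, any valid replicate at or below 250%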;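 also: OY570 slx delta 5 strain wells were the positive control but not used for scaling; some compounds called inactive have numbers as strong as hits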
HTR5A inv ctr = counter-screen for OPRM1-OPRD1 inverse agonists: human HTR5A inverse agonism. P47898. HTR5A cell line, luminescence. inhibition, % at 9.3 µM. hit rate 0.083% among 340,000; in the data active = inhibition mostly above about 23%, no sharp cut-off; inactive = mostly below about 18%;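 also: 0% = cells with DMSO and 100% = no-cell wells with DMSO; some compounds called inactive have numbers as strong as hits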
PKA-R1A activ = activators of PKA-R1A complex; PKA-R1A dissociation, Cy5-IP20 fluorescence polarization; scaled: DMSO 0%, 113 µM cGMP 100%; activation, % at 11.4 µM; hit rate 0.083% among 340,000; AID 504707;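 active = percent activation above the mean of all tested compounds plus 3 SD, cut at about 19% in these data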;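 also: higher means more PKAc released from R1A so a rise in polarization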
Tat export inh = E. coli Tat transport inhibition; hit rate 0.036% among 340,000; E. coli MC4100 TorA-mCherry Tat export, fluorescence; inhibition, % at 10 µM;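 active = mean replicate inhibition at least 50% and at least half of replicates individually reaching 50%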;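 also: exported cargo escapes ClpAP degradation while cytoplasmic cargo is degraded and loses fluorescence; 0% = median of neutral control wells and 100% = median of NaSCN control wells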
AddAB inh = less growth of phage-infected E. coli with AddAB. inhibition, % at 11.9 µM. E. coli expressing H. pylori AddAB, absorbance growth. hit rate 0.29% among 330,000; in the data active = inhibition above about 12%;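 also: 0% = vehicle wells of infected cells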
An asterisk follows results filed as active; . = not tested or not shown.

The opening 2 compounds as a preview:
no.	compound	OPRM1-OPRD1 ag	phage Ecoli inh	PfHsp90 set2	MOR-DOR inv ag	Ecoli viability	PKA-R2B act
1	O=[N+]([O-])c1cc(C(F)(F)F)cc([N+](=O)[O-])c1NCCN1CCNCC1	0.5	-0.7	-2	-3	0.9	3
2	O=C(NC1CCOCC1)C1CCC(=O)N(Cc2ccc(Cl)cc2)C1 (stereo unspecified)	-1.9	1.5	13	10	0.2	4

no.	Mot1-301 SUMO	HTR5A inv ctr	PKA-R1A activ	Tat export inh	AddAB inh
1	-20	-20	-1	15	1.6
2	358	5	-16	-1	0.3

The list itself, repeating the preview:
no.	compound	OPRM1-OPRD1 ag	phage Ecoli inh	PfHsp90 set2	MOR-DOR inv ag	Ecoli viability	PKA-R2B act
1	O=[N+]([O-])c1cc(C(F)(F)F)cc([N+](=O)[O-])c1NCCN1CCNCC1	0.5	-0.7	-2	-3	0.9	3
2	O=C(NC1CCOCC1)C1CCC(=O)N(Cc2ccc(Cl)cc2)C1 (stereo unspecified)	-1.9	1.5	13	10	0.2	4
3	O=C(CSc1ccccc1)Nc1ccc(C(=O)Nc2ccc(O)cc2)cc1	-0.1	5.2	5	1	.	-5
4	COc1cc(C(=O)NC2Cc3ccccc3C2)ccc1OC1CCN(C(C)=O)CC1	-1.9	3.7	-17	11	.	-8
5	COc1ccc2[nH]cc(CCNC(=S)NCCc3ccccc3)c2c1	1.0	-0.2	6	-5	-1.6	-11
6	COc1ccc(NC(=S)N(CCc2c(C)[nH]c3ccccc23)Cc2cccnc2)cc1	1.0	1.6	-14	-6	1.0	-11
7	Cc1ccc(-n2ncc3c2CC(C)(C)CC3NC(=O)CCc2ccncc2)cc1 (stereo unspecified)	-1.8	3.1	16	12	1.2	-1
8	Clc1cc2c(c(Cn3cnc4ccccc43)c1)OCOC2	-1.8	-0.3	6	11	-0.6	8
9	Cc1ccc(NC(=O)COc2cccc(/C=C3\SC(=S)N(CCC(=O)O)C3=O)c2)cc1Cl	-0.3	1.7	-47	2	-1.5	-2
10	COc1ccccc1/C=C/C(=O)OCC(=O)NCCC1=CCCCC1	2.3	0.7	-77	-11	-0.1	-4
11	CC1(C)C(=O)N(CCN2CCC(C(=O)c3ccc(F)cc3)CC2)c2ccccc21	0.7	3.2	12	-4	-3.3	2
12	Cc1cc(C)cc(-n2c(SC(C)C(=O)NCc3ccc4c(c3)OCO4)nc3ccccc3c2=O)c1 (stereo unspecified)	0.6	4.8	4	-3	1.4	5

no.	Mot1-301 SUMO	HTR5A inv ctr	PKA-R1A activ	Tat export inh	AddAB inh
1	-20	-20	-1	15	1.6
2	358	5	-16	-1	0.3
3	.	-4	1	0	.
4	-3	-6	-2	7	.
5	0	3	-3	-5	0.7
6	5	-28	3	15	0.6
7	51	-5	-4	-1	2.1
8	-32	-4	3	-4	0.1
9	202	21	8	14	-1.9
10	3	2	-4	-5	-2.0
11	23	20	-2	-16	-3.8
12	-19	-6	-7	7	3.3

Remaining list, next part
no.	compound	OPRM1-OPRD1 ag	phage Ecoli inh	PfHsp90 set2	MOR-DOR inv ag	Ecoli viability	PKA-R2B act
13	O=C(COC(=O)C1CCC1)NCc1ccc(F)cc1	-1.3	-1.5	.	8	-0.7	-7
14	CN(CCO)C(=O)c1c(NC(=O)c2ccccc2)sc2c1CCCC2	-1.9	0.9	-24	10	1.4	0
15	O=C(Cn1nc(C(=O)O)c2ccccc2c1=O)Nc1ccc(Cl)c(S(=O)(=O)N2CCOCC2)c1	0.5	2.8	-11	-3	-0.5	-8
16	CCCCCCc1cc2cc(-c3nnc(-c4ccccc4)o3)c(=O)oc2cc1O	-2.0	3.6	6	12	-1.3	1
17	O=C(CN(CC1CCCO1)C(=O)CNS(=O)(=O)c1ccc(Cl)cc1)NCCc1ccccc1 (stereo unspecified)	2.6	0.8	1	-15	1.2	-3
18	COc1c[nH]n(C2CCCCC2)c(=O)c1=O	-0.5	2.3	-4	2	-0.2	-15
19	CC(=O)NC(c1ccccc1)c1nc2ccccc2[nH]1 (stereo unspecified)	-1.3	2.1	13	7	-0.4	-6
20	COc1ccc(C2=C/C(=C/c3cccnc3)C(=O)O2)cc1OC	-2.6	2.9	14	13	0.6	18
21	CC1CCC(NC(=O)c2cccc(S(=O)(=O)N3CCN(C)CC3)c2)CC1 (stereo unspecified)	-1.3	1.8	-14	9	2.3	-2
22	Clc1ccc(-n2ncc3c(NCCCn4ccnc4)ncnc32)cc1	0.0	1.8	-19	0	-0.8	0
23	CN1C(C(=O)Nc2ncccn2)=C(O)c2ccccc2S1(=O)=O	-0.4	2.4	-14	2	.	8
24	CCOC(=O)c1sc2nc3c(SCC(=O)O)cc(C(=O)c4ccccc4O)cn3c(=O)c2c1C	-1.7	1.4	-15	9	-1.2	-3

no.	Mot1-301 SUMO	HTR5A inv ctr	PKA-R1A activ	Tat export inh	AddAB inh
13	-4	-6	-1	2	2.1
14	-8	10	4	-3	1.5
15	-15	10	-16	-11	1.6
16	-8	-17	0	-3	3.9
17	-10	-5	-3	-7	2.5
18	158	1	-6	8	1.1
19	-3	-4	-9	1	0.1
20	-5	14	5	-5	1.9
21	3	-15	-5	-6	1.8
22	13	-8	4	0	-1.0
23	-5	-9	2	-2	.
24	-9	-22	3	-3	0.7

Later entries.
no.	compound	OPRM1-OPRD1 ag	phage Ecoli inh	PfHsp90 set2	MOR-DOR inv ag	Ecoli viability	PKA-R2B act
25	[N-]=C=C1C(=S)NC(=O)[C@H]([n+]2ccccc2)[C@H]1c1ccc(Cl)cc1	-1.8	0.2	-17	9	2.1	-6
26	COc1ccccc1C(CNC(=O)C(CCSC)NS(=O)(=O)c1ccccc1F)N1CCCC1 (stereo unspecified)	0.5	1.5	4	-3	0.6	-2
27	Cc1cccc(C(=O)OCc2cc3ccccc3[nH]c2=O)c1	1.6	0.5	-7	-9	-0.3	1
28	CCOc1ccc(/C=C2\SC(=S)N(CC(=O)Nc3ccccn3)C2=O)cc1	-1.8	1.4	-10	9	-3.0	-1
29	CC12CCC(=O)N1C(C(=O)NNC(=O)COc1ccccc1Cl)CS2 (stereo unspecified)	-1.7	1.7	-4	7	-0.7	5
30	CCN(c1ccccc1)S(=O)(=O)c1ccc2c(c1)N(C(C)=O)CCO2	-3.0	2.6	11	16	1.9	-3
31	O=C(NC(=S)N1CCCCCC1)C1CC1	-2.5	3.6	-19	15	-1.5	2
32	CN1C(=O)C2(CCCCC2)C1c1ccccc1 (stereo unspecified)	-2.0	2.5	-1	10	-0.4	-4
33	CCc1ccc2c(CN(C)Cc3ccc(OC(F)F)c(OC)c3)cc(=O)oc2c1	0.4	-0.8	-6	-3	-1.1	12
34	O=C(NCC1CCN(c2ccc(S(=O)(=O)N3CCOCC3)cc2)CC1)Nc1ccccc1F	-4.0	3.0	-23	21	2.3	6
35	COc1ccc(NC(=O)Nc2nc(C)cc(C)n2)c(OC)c1	-2.1	0.9	0	11	3.0	-4
36	CCn1c(C)c(C)c2cc(C(=O)NCCN3CCCCCC3)ccc21	-0.2	2.4	17	1	-1.4	0

no.	Mot1-301 SUMO	HTR5A inv ctr	PKA-R1A activ	Tat export inh	AddAB inh
25	6	-15	1	-1	1.5
26	10	-3	-3	4	1.0
27	177	-11	1	0	0.7
28	-6	9	11	-1	2.3
29	-6	7	3	1	0.8
30	7	12	-2	-8	4.0
31	12	17	-1	-2	-1.0
32	.	2	-6	4	-0.2
33	-9	19	-9	11	2.8
34	7	3	-12	8	5.3
35	6	-16	-2	15	0.5
36	24	3	-10	-2	1.7

(list continues)
no.	compound	OPRM1-OPRD1 ag	phage Ecoli inh	PfHsp90 set2	MOR-DOR inv ag	Ecoli viability	PKA-R2B act
37	CCCc1cc(=O)[nH]c(SCC(=O)N2CCN(S(=O)(=O)c3ccc(C)cc3)C2)n1	0.3	3.9	16	-2	-1.6	-7
38	Cc1cc(=O)nc2c3ccccc3n(C(C)C(=O)NCCN3CCOCC3)n12 (stereo unspecified)	-3.1	0.9	1	16	-1.9	0
39	COC(=O)c1sc2ccccc2c1N	-0.6	2.2	-6	3	21*	3
40	COC(=O)CSc1snnc1-c1ccc(Cl)cc1Cl	-1.2	3.9	-11	7	0.0	-8
41	COc1ccccc1NC(=O)c1nn(-c2ccccc2)ccc1=O	-1.1	3.8	.	5	-0.1	3
42	CCCCN1CC(COC)Oc2cccc(F)c2S1(=O)=O (stereo unspecified)	-2.4	3.6	-19	11	.	-9
43	Cc1cc(CNC(=O)COc2ccc(F)cc2Cl)cc(C)c1O	-2.4	3.5	1	11	-0.5	4
44	COc1ccc(S(=O)(=O)N2CC(=O)Nc3ccccc32)cc1F	-2.5	3.5	-8	13	0.0	-1
45	CCCCNC(=O)CN1CCC2(O)CCCCC2C1c1ccccc1OC (stereo unspecified)	0.0	2.5	11	0	3.1	-9
46	COC(=O)c1ccc(CSc2ncnc3ccccc23)o1	-1.0	0.1	-15	6	-0.3	3
47	N#Cc1ccsc1NC(=O)CCN1C(=O)C2CCCCC2C1=O (stereo unspecified)	-2.6	3.8	.	13	-0.4	-4

no.	Mot1-301 SUMO	HTR5A inv ctr	PKA-R1A activ	Tat export inh	AddAB inh
37	-8	-9	-1	1	1.9
38	-3	-8	4	-2	0.7
39	.	8	-1	1	35*
40	-18	12	-2	3	4.0
41	-26	22	-11	5	1.2
42	.	15	-2	0	.
43	-11	6	-5	1	3.3
44	7	-3	-4	-8	3.6
45	-6	-4	-7	0	-1.8
46	-8	9	-2	1	0.9
47	-3	-12	-3	1	-1.3

Outcome played no part in choosing rows; about 2.2% have a hit in one of these screens.
